Abeta rescue = compounds reversing amyloid beta toxicity in yeast; yeast expressing A-beta42, growth rescue, OD600, 48 h; response scale: 0% DMSO, 100% iron-clioquinol control; Potency, µM (doses to about 46.1 µM), without a hit: at the highest dose growth rescue, hits mostly activators; 410,000 tested, 0.063% active; AID 1347071; note: potency is the fitted concentration of half-maximal effect; nearly all actives have a fitted effect of over 55% in size
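Growth rescue measured by 600 nm absorbance after 48 h yeast culture at 30 C with compound. Values normalized between DMSO and an equimolar ferric chloride plus clioquinol control.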
MmCpn inh = blocks the Methanococcus maripaludis chaperonin Mm-Cpn; 330,000 tested, 0.031% active; purified Mm-Cpn ATPase, ADP Transcreener TR-FRET; Potency, µM (titrated, usually from 76.9 µM), without a hit: at the highest dose activity, negative = inhibition, hits mostly inhibitors; note: potency is the fitted concentration of half-maximal effect; % is set by controls: 0 for no effect and ±100 for the full control effect; nearly all actives have a fitted effect of over 80% in size
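Reaction buffer contained 30 mM Tris pH 7.4, 100 mM KCl, 5 mM MgCl2 and 1 mM DTT. Mm-CPN (25 nM final) hydrolysed 10 uM ATP over 30 min at 37°C; ADP was read by HTRF.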
PTHR1 agonist = activates the human parathyroid hormone receptor PTHR1; AID 743266; Potency, µM (titrated, usually from 115 µM), for the others: at the highest dose activation, hits mostly activators; HEK293 GP2 PTHR1 cells, GloSensor cAMP luminescence, 1 h; 410,000 tested, 0.075% active; note: potency is the fitted concentration of half-maximal effect; nearly all actives have a fitted effect of over 55% in size; some results filed as inactive show a strong effect at the top dose; inactives centre near -15; many of its hits are not listed in these tables
Target sequence (Q03431 whole entry, looked up): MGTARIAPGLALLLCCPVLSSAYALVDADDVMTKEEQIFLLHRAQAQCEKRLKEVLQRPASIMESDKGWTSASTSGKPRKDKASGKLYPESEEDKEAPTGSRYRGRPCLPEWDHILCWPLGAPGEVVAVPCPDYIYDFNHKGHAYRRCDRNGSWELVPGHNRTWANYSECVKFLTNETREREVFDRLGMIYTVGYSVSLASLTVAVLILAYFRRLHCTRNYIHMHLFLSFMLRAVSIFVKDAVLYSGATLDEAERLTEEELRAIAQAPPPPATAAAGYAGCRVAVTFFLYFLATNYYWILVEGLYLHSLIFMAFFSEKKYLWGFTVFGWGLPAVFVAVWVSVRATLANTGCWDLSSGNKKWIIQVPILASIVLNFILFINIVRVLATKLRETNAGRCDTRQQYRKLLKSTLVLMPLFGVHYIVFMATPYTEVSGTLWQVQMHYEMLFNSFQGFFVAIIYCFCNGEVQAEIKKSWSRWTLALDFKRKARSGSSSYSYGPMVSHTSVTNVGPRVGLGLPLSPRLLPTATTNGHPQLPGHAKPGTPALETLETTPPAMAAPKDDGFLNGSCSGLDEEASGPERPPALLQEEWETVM
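HEK-293-derived GP2 cells expressing PTHR1 and a GloSensor cAMP reporter, 3,000/well, plated overnight, given luciferin plus IBMX (each 0.5 mM as added) for 1 h at 37 °C, then compound for 1 h at 37 °C. Luminescence was read after 15 min at room temperature.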
HEK293 tox = cytotoxicity in counter-screen for GLP-1R inverse agonists. HEK293 cAMP-luciferase reporter cells, luminescence, 24 h. 410,000 tested, 0.13% active. Potency, µM (highest dose often 38.3 µM), for the others: at the highest dose activity change, negative = inhibition, usual class: inhibitors;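 note: loss of luciferase light is scored as toxicity; potency is the fitted concentration of half-maximal effect; % is set by controls: 0 for no effect and ±100 for the full control effect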
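MLSMR compounds, 24 hr on cells at 37 deg C/5% CO2; luminescence after luciferase reagent (12 min RT). Inhibition counted as the undesired cytotoxic outcome.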
FUS yeast rescue = suppressors of FUS proteinopathy in yeast; Potency, µM (series often up to 76.6 µM), inactives show top-dose growth rescue (activation), usual class: activators; S. cerevisiae FUS-expressing, growth rescue, OD600, 24 h; 390,000 tested, 0.24% active;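 note: potency is the fitted concentration of half-maximal effect; plate controls were DMSO vehicle for no effect and reference control for full effect; nearly all actives have a fitted effect of over 55% in size; some results filed as inactive show a strong effect at the top dose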
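Restored growth of FUS-toxic S. cerevisiae, read as 600 nm absorbance after 24 h at 30C in galactose medium (starting OD 0.005). Controls CP55940 and DMSO.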
aSyn rescue = inhibitors of alpha-synuclein toxicity in yeast. Yeast expressing alpha-synuclein, growth rescue, BacTiter-Glo, 24 h. 370,000 tested, 0.14% active. Potency, µM (highest dose often 46.1 µM), for the others: top-dose growth rescue (activation), most hits filed as activators; note: potency is the fitted concentration of half-maximal effect; % of control where 0% means no effect; nearly all actives have a fitted effect of over 65% in size
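Readout is rescue of growth in alpha-synuclein-expressing yeast, so inhibitors of toxicity appear as activators. Growth after 24 hr at 30 deg C in galactose medium is quantified by luminescence.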
GLP1R inv ag = acts as inverse agonist at human GLP-1 receptor; P43220; HEK293 GLP-1R CRE-luciferase, luminescence, 24 h; GLP-1R form is constitutively active; Potency, µM (top dose mostly 38.3 µM), without a hit: at the highest dose activity change, negative = inhibition, most hits filed as inhibitors; 410,000 tested, 1.6% active; note: potency is the fitted concentration of half-maximal effect; % is set by controls: 0 for no effect and ±100 for the full control effect; nearly all actives have a fitted effect of over 55% in size
Target sequence (P43220 whole entry, looked up): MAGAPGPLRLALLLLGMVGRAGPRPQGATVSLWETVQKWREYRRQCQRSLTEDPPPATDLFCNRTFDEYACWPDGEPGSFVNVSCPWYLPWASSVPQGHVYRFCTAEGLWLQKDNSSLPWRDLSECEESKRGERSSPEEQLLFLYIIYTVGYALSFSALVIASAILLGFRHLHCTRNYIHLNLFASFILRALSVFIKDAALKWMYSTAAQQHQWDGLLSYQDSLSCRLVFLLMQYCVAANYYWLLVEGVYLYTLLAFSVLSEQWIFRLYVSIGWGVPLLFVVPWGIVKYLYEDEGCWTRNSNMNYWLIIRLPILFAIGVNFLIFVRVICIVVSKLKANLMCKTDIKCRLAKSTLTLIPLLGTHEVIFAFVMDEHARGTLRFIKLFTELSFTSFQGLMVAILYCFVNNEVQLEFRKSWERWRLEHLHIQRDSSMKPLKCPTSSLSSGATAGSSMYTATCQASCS
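GLP-1R inverse agonism mode: basal reporter luminescence in engineered HEK293 cells measured after one day of compound exposure at 37 deg C, with a 12 min room-temperature detection step.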
TDP43 rescue = rescues yeast growth from TDP-43 toxicity | TDP-43 expressing yeast growth rescue, BacTiter-Glo, 24 h | Potency, µM (doses to about 46.1 µM), inactives show at the highest dose growth rescue (activation), hits mostly activators | 410,000 tested, 1.8% active | AID 652104; note: potency is the fitted concentration of half-maximal effect; % of control where 0% means no effect; nearly all actives have a fitted effect of over 50% in size
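In this qHTS, compounds that restore growth of yeast expressing TDP-43 appear as activators. Cells (OD600=0.02, galactose medium, raffinose-pregrown) are incubated with compound 24 hr at 30 deg C and growth is quantified by BacTiter-Glo.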
Akt phos inh = Akt phosphorylation inhibition. Neuro2A IGF-stimulated pAkt S473 HTRF, 20 min; hits give low values. activity change, % for hits at 50 µM. 360,000 tested, 0.32% active. AID 651550; in the data active = activity change below about -80%; inconclusive = mostly about -51% to -80%; note: % is set by controls: 0 for no effect and ±100 for the full control effect
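Single-point screen (50 µM final compound) in Neuro2A cells stimulated 20 min with 6 nM IGF at 37 deg C. After lysis, Ser473-phosphorylated Akt read by HTRF (ex 330 nm, em 615/665 nm) as the 665/615 ratio.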
* hit, by the source's call; i = inactive; ? = inconclusive; · = no result given; [ ] = remark or other dose. Unless noted, calls come from the whole dose curve; as a rule, active = well fitted curve in the direction sought with a large enough effect; inconclusive = small, poorly fitted or top-dose-only effect, or another doubt; inactive = no such curve, though single readings can be large; an effect the other way counts as inactive or inconclusive. These rows are one share of the data. The share of hits here may be higher or lower than overall.

The opening three entries, to show the layout:
SMILES | Abeta rescue | MmCpn inh | PTHR1 agonist | HEK293 tox | FUS yeast rescue | aSyn rescue | GLP1R inv ag | TDP43 rescue | Akt phos inh
COc1ccc(S(=O)NC2CCCCC2)c(OC)c1C (configuration not stated) | 25% | 1% | i | 49%[activator] | -26% | -3% | 1% | 16% | i
CCOC(=O)C(CC)(CC)/C(C)=N/NC(=O)CC#N | 4% | 2% | i | -18% | 4% | 2% | 14% | 5% | i
O=C(NNC1CC(=O)N(c2ccc(Cl)cc2)C1=O)c1ccccn1 (configuration not stated) | -10% | 2% | -19% | 4% | 22% | 0% | 3% | -1% | i

Results, previewed entries included:
SMILES | Abeta rescue | MmCpn inh | PTHR1 agonist | HEK293 tox | FUS yeast rescue | aSyn rescue | GLP1R inv ag | TDP43 rescue | Akt phos inh
COc1ccc(S(=O)NC2CCCCC2)c(OC)c1C (configuration not stated) | 25% | 1% | i | 49%[activator] | -26% | -3% | 1% | 16% | i
CCOC(=O)C(CC)(CC)/C(C)=N/NC(=O)CC#N | 4% | 2% | i | -18% | 4% | 2% | 14% | 5% | i
O=C(NNC1CC(=O)N(c2ccc(Cl)cc2)C1=O)c1ccccn1 (configuration not stated) | -10% | 2% | -19% | 4% | 22% | 0% | 3% | -1% | i
CCOC(=O)C1=CN(Cc2cccc(F)c2)S(=O)(=O)NC1c1ccc2ccccc2c1 (configuration not stated) | -10% | -4% | -43%[inhibitor] | -18% | -15% | -2% | 13µM* | -9% | i
CC(NC(=O)c1cnc2n(c1=O)CCS2)c1ccccc1 (configuration not stated) | -12% | 2% | -5% | 17% | 7% | -1% | -9% | 1% | i
CC1Cc2ccccc2N1CC(=O)Nc1ccc2c(c1)OCO2 (configuration not stated) | 10% | 3% | -7% | 1% | 32% | -3% | 0% | 2% | i
CC(=O)NC(NC(=S)N1CCCCCC1)C(Cl)(Cl)Cl (configuration not stated) | -8% | 4% | i | 0% | 3% | -6% | ? | -9% | i
COc1ccc(C(=O)N/C(=C/c2cccs2)C(=O)NC(C)(C)C)cc1OC | 5% | 0% | i | -6% | 14% | 6% | 38%[activator] | -4%[0.397 µM] | i
CCOc1ccccc1C(=O)N(CN1CCCC1=O)c1ccc(C)c(Cl)c1 | -5% | -3% | -8%[57.5 µM] | -13% | 29% | 12% | 3% | 28% | i
CCCn1c(SCC(=O)Nc2c(C)cccc2C)nnc1C(C)C | -13% | -1% | i | -2% | 15% | -1% | 7% | -22% | i
CC(=O)N1CCc2cc(Br)cc(S(=O)(=O)CCC(=O)N3CCN(c4ccccc4Cl)CC3)c21 | -12% | · | -5% | 2% | 0% | · | ? | -2% | ·
O=C(CCNC(=O)c1ccc([N+](=O)[O-])cc1)NNC(=O)c1ccncc1 | 3% | 2% | i | -11% | -3% | -5% | -1% | 9% | i
Cc1ccc2onc(CNC(=O)N3CCN(c4cccc(C(F)(F)F)c4)CC3)c2c1 | -11% | · | -11% | -2% | 9% | · | 9% | 27% | ·
OCCNc1nc(-c2ccccc2)c2cc(Cl)ccc2n1 | -15% | -1% | i | 202%[activator] | 19% | -1% | 136%[activator] | 25% | i
O=C(NNS(=O)(=O)c1ccccc1[N+](=O)[O-])c1ccc(O)cc1 | 9% | -3% | -5%[57.5 µM] | -4% | 12% | 0% | -20% | 19% | i
Cc1n[nH]c(C)c1S(=O)(=O)N1CCC(C(=O)O)CC1 | 0% | -1% | i | 7% | 6% | -8% | 1% | 5% | i
CCOC(=O)c1c(NC(=O)CN2C(=O)N(C)C3(CCCCC3)C2=O)sc(C(=O)N(C)C)c1C | -4% | · | -1% | -33% | ? | 1% | 74%[activator] | 21% | i
Cc1ccc(C(C2C(=O)CC(C)(C)CC2=O)C2C(=O)CC(C)(C)CC2=O)s1 | -13% | 2% | -45%[inhibitor] | -24% | 16% | -1% | -15% | ? | i
CC1C(=O)C(C)C(c2ccccc2)N(N=O)C1c1ccccc1 (configuration not stated) | 6% | · | -20% | -10% | · | 2% | 3% | 10% | i
CC(C)[C@H](NC(=O)NCc1ccc(F)cc1)C(=O)O | · | 0% | i | -17% | 0% | -1% | 1% | 1% | i
O=C(NCC(=O)N1CCN(c2ccccc2)CC1)c1cccs1 | 7% | 1% | i | -12% | -4% | 0% | 15% | 19% | i
Nn1c(SCc2cc([N+](=O)[O-])cc3c2OCOC3)nnc1-c1cccnc1 | -2% | 0% | i | 0%[7.66 µM] | 12% | -3% | 24%[7.66 µM] | 19%[9.22 µM] | i
Cc1ccc(S(=O)(=O)N2CCN(C(=O)c3ccc(Br)o3)CC2)c(C)c1 | -12% | -1% | -13% | 18% | 28% | 2% | ? | 1% | i
COC(=O)c1ccc(-n2nnnc2SCC(=O)Nc2ccccc2OC)cc1 | -4% | 2% | -2%[57.5 µM] | -5% | -9% | 7% | 0% | 1% | i
CCOC(=O)C1=C(c2ccccc2)NC(=O)NC1c1cc(OC)c(O)c([N+](=O)[O-])c1 (configuration not stated) | -13% | -3% | i | -12% | 13% | -7% | 4% | 9% | i

Next results follow:
SMILES | Abeta rescue | MmCpn inh | PTHR1 agonist | HEK293 tox | FUS yeast rescue | aSyn rescue | GLP1R inv ag | TDP43 rescue | Akt phos inh
COc1ccc(C(=O)N2CCN(c3cccc(Cl)c3)CC2)cc1S(=O)(=O)NC1CC1 | 0% | -4% | -30%[inhibitor] | -14% | 43% | -1%[1.84 µM] | ? | -5% | i
CCN(CC)CCNC(=O)c1c(C)n(-c2ccccc2)c2cc(Br)c(OC)cc12 | 8% | 0% | -4%[57.5 µM] | ? | 24% | -2% | ? | 10% | i
COc1cccc(COC(=O)c2c(C)nn(-c3ccccc3)c2Cl)c1OC | 2% | -2% | -34% | 9% | 23% | 4% | ? | 13% | i
Cc1oc2cc3oc(=O)cc(C)c3cc2c1C | 9% | -1% | i | 0% | 6% | 7% | 7% | ? | i
Cn1c(/N=C(\N)c2ccccc2)nc2ccccc21 | 0% | · | -36%[inhibitor] | -10% | -15% | -2% | ? | 25% | i
Cc1cc(S(=O)(=O)Nc2ccc(N(C)C)cc2)c(C)s1 | 8% | -12% | i | -16% | 10% | 6% | 0% | -15% | i
Cc1ccc(NC(=O)N(C)c2ccccc2)cc1 | 10% | -1% | -4% | -9% | -12% | 3% | -1% | 24% | i
COc1cccc(C(=O)N2CCN(Cc3cc(Br)ccc3OC)CC2)c1 | 0% | 2% | -4%[57.5 µM] | -16% | -2% | -4% | ? | 2% | i
C/C(=N/NC(=O)c1nnn(-c2nonc2N)c1COc1ccccc1)c1ccccc1Cl | ? | ? | -18% | -9% | 58% | 2% | ? | 0% | i
Cc1ccc(CCNC(=O)c2ccc(Nc3nc4ccccc4n4nnnc34)cc2)cc1 | 10% | · | -23% | 0% | -3% | · | 0% | ? | ·
CC1CC(C)(C)CC2(C1)NC(=O)N(CC(=O)NCc1ccccc1F)C2=O (configuration not stated) | 14% | 3% | -24% | 1% | 6% | -1% | -12% | 7% | i
O=C(c1cccs1)N(Cc1ccccn1)Cc1ccco1 | -20% | 0% | i | -1% | 16% | -1% | 0% | -30% | i
CSc1cccc(Nc2cc(C(=O)NCCCN(C)c3ccccc3)c3ccccc3n2)c1 | 3% | · | -18% | 6% | -4% | · | -14% | 5% | ·
Cc1cccc(C)c1NC(=O)C1C(c2ccc3c(c2)OCO3)=Nc2ccccc2N1C(=O)c1ccccc1 (configuration not stated) | -4% | · | -12% | 0% | 30% | 3% | -25% | ? | i
CCS(=O)(=O)N1CCc2cc(C(=O)Nc3cc(OC)c(Cl)cc3OC)ccc21 | -3% | · | -6% | 0% | 10% | · | -11% | 10% | ·
COc1ccc(-n2c(O)cnc2Nc2nc(C)cc(C)n2)cc1OC | 6% | -2% | -6%[57.5 µM] | 40%[activator] | -10% | -8% | 4% | -2% | i
Cc1ccc(NC2CCCN(C(=O)CCc3scnc3C)C2)cc1C (configuration not stated) | -8% | 0% | -62%[inhibitor] | 14% | 13% | -2% | 0% | -16% | i
CC(C)CN(C(=O)Cn1c(Cl)nc2c1c(=O)n(C)c(=O)n2C)C1CCS(=O)(=O)C1 (configuration not stated) | 14% | 1% | i | 9% | -15% | -2% | 15% | 15% | i
O=C(C(=O)N1CCN(c2ccccc2F)CC1)c1ccccc1 | -4% | · | i | -4% | -2% | -6% | 1% | ? | i
CSc1ccccc1-c1n[nH]c(=S)o1 | 1% | ? | -15% | 1%[7.66 µM] | -3% | -15% | 4%[7.66 µM] | 21%[9.22 µM] | i
CCN(CC)CCNC(=O)c1c(O)c2c([nH]c1=O)CCCC2 | 1% | -5% | i | -1% | 0% | 0% | -27% | 2% | i
COc1cc(C2C(C#N)=C(N)Oc3c2ccc2ccccc32)ccc1OCC(=O)Nc1ccc(C)cc1 (configuration not stated) | 1% | 2% | -5% | -30% | ? | 1% | ? | 12% | i
Cc1c(Cl)cccc1NC(=O)CCN1CCN(CCO)CC1 | 6% | 2% | -20% | 3% | 1% | 0% | -1% | 7% | i
C/C(=N/NS(=O)(=O)c1ccc(C)c(C)c1)c1ccncc1 | -14% | 1% | i | -26% | 14% | 1% | -11% | 1% | i
O=C(N/C(=C\c1cccc([N+](=O)[O-])c1)C(=O)N1CCOCC1)c1cccc(Br)c1 | -3% | 0% | i | 9% | · | -2% | -3% | 6% | i
COc1ccc(NC(=O)Cn2c(SCc3ccc(C)cc3)nc3cccnc32)c(OC)c1 | -13% | · | -82%[inhibitor] | -4% | 16% | · | -1% | 3% | ·
COc1cc(/C=N/Nc2snc(SC)c2C#N)cc(OC)c1OC | 4% | 0% | -16%[57.5 µM] | ? | ? | -4% | 11% | 3% | i

Assay outcomes from PubChem.
